Screening data: PubChem, Broad Institute
RAD54 branch – RAD54 (human) branch migration inhibition | inhibition, % at 10.4 µM | actives 0.14% (n = 360,000) | AID 602329 | RAD54 Holliday junction branch migration, FAM/BHQ fluorescence | Q92698;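 active means mean normalized replicate activity at least 40 and at least half of replicates scoring 40 or more; inconclusive means only one of the two criteria met; inactive means mean below 40 and under half of replicates reaching 40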;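 further: 0% = median of neutral control wells and 100% = median of positive control wells; inhibitors cause a drop in the FAM fluorescence signal; in these data hits start at about 50%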
E-selectin induc – E-selectin induction on HUVECs; activation, % at 7.58 µM; actives 0.37% (n = 260,000); HUVEC E-selectin immunofluorescence imaging; normalized: neutral wells 0, TNF-alpha wells 100; P16581;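 active means mean E-selectin-positive cell signal at least 10% of the positive control, reached in at least 60% of replicates, without over 20% cell loss; inconclusive means no rule given, readout overlaps actives, possibly toxicity-flagged; inactive means the rest, including those meeting only one limit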;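 further: in these data hits start at about 27%; measured in HUVEC primary endothelial cells; signal is the percent of cells scored E-selectin positive by PE staining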
Target sequence (P16581 whole entry, looked up): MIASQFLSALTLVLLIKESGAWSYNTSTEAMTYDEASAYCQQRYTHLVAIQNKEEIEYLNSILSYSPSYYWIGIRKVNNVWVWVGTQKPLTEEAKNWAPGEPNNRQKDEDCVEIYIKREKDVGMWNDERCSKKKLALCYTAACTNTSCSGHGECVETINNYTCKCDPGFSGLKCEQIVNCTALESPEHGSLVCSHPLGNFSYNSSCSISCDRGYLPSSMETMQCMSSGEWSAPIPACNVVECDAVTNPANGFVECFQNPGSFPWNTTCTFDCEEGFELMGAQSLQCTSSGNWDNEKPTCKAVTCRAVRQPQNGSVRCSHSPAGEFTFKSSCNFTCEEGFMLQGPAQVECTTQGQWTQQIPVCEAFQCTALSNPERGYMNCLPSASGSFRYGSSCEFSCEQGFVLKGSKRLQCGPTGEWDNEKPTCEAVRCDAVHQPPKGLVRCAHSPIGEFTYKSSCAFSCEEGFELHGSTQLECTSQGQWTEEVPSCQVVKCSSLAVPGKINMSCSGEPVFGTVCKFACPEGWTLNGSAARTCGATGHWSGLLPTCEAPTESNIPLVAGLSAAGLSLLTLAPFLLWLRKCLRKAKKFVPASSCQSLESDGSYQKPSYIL
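Test system: HUVEC; input: 3,000 HUVEC/well; measured by: immunofluorescence imaging; read-out: % PE-positive cells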
GSIS activator – GLuc luminescence reporter in INS-1E cells, primary screen for activators of glucose-dependent secretion of insulin. AID 743287. activation, % at 16.6 µM. actives 0.61% (n = 370,000). INS-1E GLuc reporter insulin secretion, 2-3 h;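 active means lowest replicate activation of at least 40%, so every replicate reaches that level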;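 further: 0% = median of neutral control wells and 100% = median of IBMX positive control wells; some compounds called inactive have numbers as strong as hits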
RAD52 inh – RAD52 (human) annealing inhibition; recombinant RAD52 DNA annealing, FRET fluorescence; actives 0.46% (n = 360,000); inhibition, % at 18.7 µM;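 active means every replicate showing at least 50% inhibition; inconclusive means mean inhibition at least 50% but not in every replicate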
Target sequence (P43351 whole entry, looked up): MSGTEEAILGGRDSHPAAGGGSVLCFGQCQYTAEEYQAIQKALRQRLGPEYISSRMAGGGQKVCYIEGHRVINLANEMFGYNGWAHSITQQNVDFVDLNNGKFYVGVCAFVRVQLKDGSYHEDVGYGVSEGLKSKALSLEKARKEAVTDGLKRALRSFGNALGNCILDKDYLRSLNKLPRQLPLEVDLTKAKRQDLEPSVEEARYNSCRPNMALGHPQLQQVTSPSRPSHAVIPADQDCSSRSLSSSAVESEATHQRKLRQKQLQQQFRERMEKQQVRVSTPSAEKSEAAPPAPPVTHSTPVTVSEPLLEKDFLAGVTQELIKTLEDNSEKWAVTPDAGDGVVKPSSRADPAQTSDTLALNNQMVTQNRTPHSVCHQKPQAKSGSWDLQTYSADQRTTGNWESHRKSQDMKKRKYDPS
CFTR F508del cor – CFTR F508del correction in bronchial cells | CFBE cells, YFP halide quenching; stimulated with forskolin plus potentiator P3; % fluorescence drop versus neutral controls | activity (quench increase), % at 7.58 µM | actives 0.36% (n = 350,000) | AID 720511;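 active means mean added fluorescence quench of at least 8% versus neutral control, with both replicates also reaching 8%; inconclusive means only one of the mean or replicate conditions met; inactive means mean below 8% and not both replicates reaching 8%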;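 further: cells transiently co-express mutant CFTR-F508del with the halide-sensitive YFP; corrector assay measuring rescue of mutant channel to the surface after 24 h compound exposure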
DENV2 CPE – DENV2-induced cell death inhibition. DENV2-infected cells, cytopathic effect rescue, plate reader. CPE inhibition, % at 9.99 µM. actives 1.7% (n = 350,000). AID 651640; in the data active means CPE inhibition above about 20%, passing the limit was not always enough; inconclusive means no clear call, values can overlap the other calls; tested in BHK-21 cells;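 further: 0% = median of neutral control wells and 100% = median of positive control wells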
CASP6 VEID inh – caspase-6 (human) enzyme inhibition; P55212; purified caspase-6, Z-VEID-R110 cleavage fluorescence; inhibition, % at 12.5 µM; actives 0.53% (n = 350,000); AID 686996;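 active means mean inhibition across replicates at least about 35%, with every replicate also reaching that limit, limit read from the data; inconclusive means only one of the two criteria met; inactive means neither criterion met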;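 further: 0% = median of neutral control wells and 100% = no fluorescence left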
Xi reactivation – X-chromosome reactivation activator. XiGFP mouse fibroblasts, % GFP-positive cells imaging, 3 d; cells co-treated with 5-aza-dC sensitizer; scaled so ellipticine positive control = 100%. activation, % at 7.58 µM. actives 0.055% (n = 360,000);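 active means mean normalized replicate activation at least 10% and every replicate at or above 10%; inconclusive means only one of the two criteria met; inactive means mean below 10% and not all replicates reach 10%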;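 further: 0% = median of on-plate neutral control wells and 100% = ellipticine 6 µM median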
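Assay system: SV40-immortalized XiGFP fibroblast cells, line 68-5-11; buffer or medium: DMEM plus 5-aza-dC sensitizer; compound: one concentration, pinned; timing: compounds 3 days, fix/stain 15 min at room temperature; benchmarks: positive control ellipticine, 6 µM final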
* hit, by the source's call; ? = inconclusive; . = no result given. Compounds were not picked by outcome. Share with any hit: about 3.7%.

SMILES | RAD54 branch | E-selectin induc | GSIS activator | RAD52 inh | CFTR F508del cor | DENV2 CPE | CASP6 VEID inh | Xi reactivation
COc1ccc(-n2c(SCC(=O)N3CCc4ccccc43)nnc2-c2c[nH]c3ccccc23)cc1 | 1.5 | 2.4 | -6.7 | -6.6 | -0.1 | 1.0 | -0.8 | -0.1
O=C(Cc1ccccc1)N1C[C@@H]2[C@H](c3ccccc31)[C@@H](CO)N2C(=O)c1cccc(F)c1 | -1.2 | 0.2 | 10.0 | 4.2 | 1.0 | 17.7 | -0.8 | 0.0
COc1cccc(-c2ccc3c(c2)O[C@@H](CN(C)Cc2cccnc2)[C@H](C)CN([C@@H](C)CO)S3(=O)=O)c1 | -1.6 | 0.0 | -27.5 | 4.4 | 0.8 | -7.6 | -0.1 | 0.1
COc1ccc(N2CCN(C(=O)/C=C/c3ccco3)CC2)cc1 | -3.5 | . | -4.3 | -31.3 | 2.2 | . | 2.7 | 0.0
Cc1cccc(C)c1OCC(=O)Nc1ccccc1C(=O)N1CCOCC1 | -7.8 | -0.4 | 10.2 | 1.1 | -0.5 | ? | -0.2 | 0.3
COCC(=O)N(C[C@@H]1N[C@@H](CO)[C@@H]1c1ccc(-c2ccccc2)cc1)C(C)C | 6.5 | 0.3 | 6.1 | -18.5 | -2.7 | -4.2 | 1.4 | 0.0
COc1ccc2cc(C3NC(=O)c4ccccc4N3)c(Cl)nc2c1 (stereo not drawn) | . | . | 3.7 | -19.5 | -0.8 | 2.2 | 0.4 | 0.0
CO[C@@H]1CN(C)C(=O)c2cc(NS(C)(=O)=O)ccc2OC[C@H](C)N(C(=O)C2CCOCC2)C[C@@H]1C | -9.3 | -0.1 | 6.9 | -16.2 | 2.2 | ? | -6.8 | -0.1
OC(CNCc1ccc(Cl)cc1)(c1ccccc1)c1ccc(F)cc1 (stereo not drawn) | . | . | -41.5 | -3.0 | 0.7 | 1.2 | . | 0.0
O=C(Nc1cccc(Cl)c1)NC1CCN(C2CCCCC2)C1 (stereo not drawn) | 1.1 | . | 2.0 | -11.3 | 4.2 | 4.5 | -5.0 | 0.0
Cc1ccc(NC(=O)Cc2c(F)cccc2Cl)cc1S(=O)(=O)N1CCOCC1 | -7.2 | -0.2 | -12.6 | -1.3 | 0.6 | -3.8 | -0.3 | 0.2
COc1ccc(S(=O)(=O)N(C)C[C@@H]2Oc3c(NC(=O)Nc4ccc(C(F)(F)F)cc4)cccc3C(=O)N([C@H](C)CO)C[C@H]2C)cc1 | 4.7 | . | -16.9 | -6.0 | 1.9 | -1.0 | -1.7 | -0.8
CC(C)(C)[S@](=O)N1Cc2cc(C(=O)N[C@H]3CCN(Cc4ccccc4)C3)nc(-c3cccc(-c4ccncc4)c3)c2[C@@H]1CCO | . | 62.5* | -40.9 | -17.5 | -0.9 | -2.6 | 2.7 | 0.0
CCCCN(C(=S)Nc1cccc(C)c1C)c1c(N)n(CCC)c(=O)[nH]c1=O | . | . | -2.6 | -5.0 | -1.5 | 5.2 | -4.0 | 0.0
Cc1ccc(CN2CC(C(=O)NCC(=O)Nc3c(C)cccc3C)CC2=O)cc1 (stereo not drawn) | -3.0 | 0.0 | 15.5 | 0.1 | -1.9 | -9.8 | 1.3 | 0.0
O=C1NC[C@@H](CCCCN2C[C@H](Cc3ccccc3)N(CCC3CCCCC3)C(=O)C2=O)N(CCc2ccc(O)cc2)C1=O | . | -0.1 | -18.3 | -5.1 | -0.6 | 10.6 | . | 0.1
O=C(N/N=C/c1c(Cl)cccc1Cl)c1ccc(-n2cnnn2)cc1 | -1.1 | . | -4.0 | 0.0 | -7.3 | -0.3 | -2.2 | -0.1
CCS(=O)(=O)Nc1ccc2c(c1)C(=O)N(C)[C@@H]1CC[C@@H](CC(=O)Nc3ccccc3)O[C@@H]1CO2 | 0.7 | 0.1 | -0.9 | 3.1 | -1.4 | -0.8 | -1.5 | 0.6
Fc1cnc(N/N=C/c2ccc(-c3ccc(Br)cc3)o2)nc1N1CCOCC1 | -0.1 | 0.1 | -2.7 | 2.3 | 1.5 | -3.0 | 10.1 | -0.1
O=C(CNS(=O)(=O)Cc1ccccc1)NCc1ccccc1 | -2.3 | -0.1 | -1.7 | -6.0 | 2.4 | 7.9 | -2.1 | 0.3

Individual results from above:
RAD54 branch, CO[C@@H]1CN(C)C(=O)c2cc(NS(C)(=O)=O)ccc2OC[C@H](C)N(C(=O)C2CCOCC2)C[C@@H]1C = -9.3
RAD52 inh, O=C(Cc1ccccc1)N1C[C@@H]2[C@H](c3ccccc31)[C@@H](CO)N2C(=O)c1cccc(F)c1 = 4.2

Additional records:
SMILES | RAD54 branch | E-selectin induc | GSIS activator | RAD52 inh | CFTR F508del cor | DENV2 CPE | CASP6 VEID inh | Xi reactivation
C[C@@H]1CCCCO[C@H](CN(C)Cc2ccc(C(F)(F)F)cc2)[C@H](C)CN([C@@H](C)CO)C(=O)c2cc(NS(=O)(=O)c3ccccc3)ccc2O1 | -0.6 | -0.2 | -9.8 | 41.1 | 4.7 | 2.1 | -2.6 | 0.2
Cc1ccc(C(=O)NC(C)c2ccc(F)cc2)cc1 (stereo not drawn) | . | 0.2 | -2.2 | 1.0 | . | . | 0.9 | -0.1
CC(C)NC(=O)Nc1cccc2c1O[C@H](CN(C)C(=O)Nc1ccc(C(F)(F)F)cc1)[C@H](C)CN([C@@H](C)CO)C2=O | -9.3 | 0.1 | -13.6 | 1.6 | -1.2 | -1.6 | 3.7 | -1.0
O=C(COc1coc(CN2CCc3ccccc32)cc1=O)Nc1ccccc1 | . | 0.1 | -8.9 | -2.4 | 1.0 | 1.6 | 2.0 | 0.3
Cc1ccc(Cn2cc(SCC(=O)Nc3nccs3)c3ccccc32)cc1 | -1.3 | 0.3 | . | -11.8 | -2.4 | 1.3 | -0.6 | -0.1
C[C@H]1CN([C@@H](C)CO)C(=O)CCCn2cc(nn2)CO[C@H]1CN(C)CC1CCCCC1 | . | 0.3 | 1.9 | . | -6.3 | . | . | -0.1
O=C(C1CCCC1)N1CC2(C1)[C@H](c1ccccc1)[C@@H](CO)N2C(=O)NC1CCCC1 | . | 0.1 | -1.0 | -9.6 | 0.1 | 18.3 | -0.1 | 0.0
CCOc1ccc(S(=O)(=O)N2CCCC(C(=O)NCC3CCCO3)C2)cc1 (stereo not drawn) | -7.1 | 0.1 | -11.3 | -6.6 | -1.9 | -1.4 | 1.1 | -0.1
CN(C)C(=O)C[C@@H]1CC[C@@H](NC(=O)NC2CCCCC2)[C@H](CO)O1 | 14.0 | -0.2 | -1.1 | 4.9 | 1.4 | -8.6 | 1.8 | -0.7
CC(C)c1cc(-c2cc(-c3ccccc3)on2)nc(NC2CCCC2)n1 | 5.1 | 0.7 | 10.1 | 4.4 | 4.9 | -6.3 | -1.0 | 0.0
Cc1ccc(C(=O)NCc2ccco2)cc1S(=O)(=O)N1CCCC1 | 4.1 | 0.6 | 2.3 | -32.5 | -1.5 | 5.1 | 4.9 | 0.3
COC(=O)c1ccccc1Nc1ccnc(Cl)n1 | -0.8 | 0.5 | 7.1 | -8.7 | 4.0 | 3.8 | 4.6 | 0.2
N=C1CCCN1CC(=O)c1cccs1 | . | . | -6.9 | -19.9 | 0.0 | -3.1 | -1.3 | 0.1
Cc1c(NC(=O)COC(=O)c2ccccc2O)c(=O)n(-c2ccccc2)n1C | 6.2 | 0.8 | -0.7 | 3.3 | -3.9 | -6.4 | -0.2 | 0.0
O=C(Nc1cccc(C(F)(F)F)c1)c1cccnc1N1CCOCC1 | -2.7 | 0.1 | 7.6 | -7.4 | 3.6 | -7.9 | -2.8 | 0.0
COC(C[C@@H]1O[C@H]1C(=O)COCc1ccccc1)OC | -4.9 | 0.0 | -1.9 | -1.7 | 0.2 | -6.2 | -1.2 | -0.2
O=C(/C=C/Nc1ccc(Nc2ccccc2)cc1)c1cccs1 | . | 0.2 | -3.2 | -12.8 | -1.1 | 0.1 | 0.3 | -0.1
Cc1ccc(S(=O)(=O)Nc2ccc3c(c2)C(=O)N([C@@H](C)CO)C[C@@H](C)[C@H](CN(C)Cc2ccc(C(F)(F)F)cc2)OCCCC[C@H](C)O3)cc1 | -0.4 | . | -3.3 | 2.2 | 1.8 | -25.4 | 3.6 | 0.0
CCn1cc(S(=O)(=O)N2CCCC2)cn1 | 12.7 | -0.3 | 4.0 | -4.1 | 1.4 | -2.2 | 1.3 | 0.0
CC=Cc1ccc2n(c1=O)C[C@H]1[C@H](CO)[C@@H](C(=O)Nc3nccs3)N(C(=O)CC)[C@@H]21 (mixture of isomers) | -1.1 | 0.1 | -4.6 | 0.3 | . | 57.8* | -1.1 | 0.2
O=C(O)c1[nH]c2ccccc2c1CC(=O)N1CCN(c2ccccc2)CC1 | . | . | -5.0 | -22.4 | 2.0 | -5.1 | 10.2 | 0.4
CCOC(=O)/C(=N\Nc1ccc(OC)cc1)c1csc(Nc2ccccc2)n1 | . | . | 11.3 | -11.2 | -3.8 | 6.6 | 1.0 | .
CN(CC(=O)Nc1ccc(F)c(F)c1F)C(=O)C1CC(=O)N(c2ccc3c(c2)OCCO3)C1 (stereo not drawn) | . | 0.3 | 24.4 | -7.9 | -0.4 | -2.5 | 2.0 | 0.0
COc1cccc(NC(=O)C2CCCN(S(C)(=O)=O)C2)c1 (stereo not drawn) | -3.3 | . | -1.9 | -3.7 | -1.7 | -2.7 | 1.5 | 0.0
O=c1c2ccccc2ncn1Cc1ccc(Cl)c(Cl)c1 | 4.0 | -0.1 | -0.7 | -4.7 | 3.8 | 6.7 | -0.7 | 0.2
CSc1nnc([C@H](Cc2c[nH]c3ccccc23)NC(=O)OC(C)(C)C)o1 | . | 16.4 | 2.0 | -5.7 | 0.0 | -3.8 | 0.5 | 0.2
COC(=O)c1ccc(NC(=O)COc2ccc([N+](=O)[O-])cc2)cc1 | -6.8 | . | 0.1 | -6.1 | 0.7 | 19.8 | 0.0 | 0.2
COC(=O)c1ccc(NC(=O)COC(=O)C2=NN(c3ccccc3)C(=O)CC2)cc1 | 1.7 | -1.6 | 2.2 | -3.6 | 1.5 | -13.5 | 2.6 | -0.1
O=C(C[C@@H]1CC[C@H]2[C@@H](COC[C@@H](O)CN2S(=O)(=O)c2ccccc2)O1)NCCN1CCCCC1 | 7.4 | 0.0 | 5.0 | 9.9 | -1.1 | -4.2 | 3.1 | 0.0
Cc1nnc(NC(=O)c2sc3nc(-c4cccs4)cc(C(F)(F)F)c3c2N)s1 | -2.4 | . | 1.5 | -257.3 | . | . | 2.2 | .
Cc1noc(C)c1NC(=O)N(C)C[C@@H]1OCCCC[C@@H](C)Oc2ccc(NC(=O)Nc3ccc4c(c3)OCO4)cc2C(=O)N([C@H](C)CO)C[C@@H]1C | 0.6 | 0.0 | 11.1 | 7.2 | -3.3 | -1.7 | 0.6 | 0.0
CO[C@H](CN(C)S(=O)(=O)c1ccc(F)cc1)[C@@H](C)CN(Cc1ccccc1Cl)[C@H](C)CO | 4.9 | -0.1 | -0.6 | -5.7 | -1.2 | -3.2 | 4.0 | 0.0
CCOCCCNCC(=O)Nc1ccc(S(=O)(=O)NC(C)CC)cc1 (stereo not drawn) | . | 8.1 | 7.4 | -11.5 | 1.1 | 5.5 | -0.1 | 0.3
